# Assay outcomes (PubChem)
# Runt-CBFb FRET: inhibitors of RUNX1 Runt–CBFb binding, primary screen, biochemical, FRET, Cerulean-Runt, Venus-CBFb, uHTS. Cerulean-Runt/Venus-CBFb FRET ratio 530/480, 1 h. inhibition, % at 20 µM. 220,000 compounds, 0.46% hits;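 active means inhibition over about 50% at 20 µM in the single-dose screen, limit read from the data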;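 further: 0% = DMSO wells and 100% = excess unlabeled CBFb competitor control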
#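 Measured by: fluorescence energy transfer, 422 nm excitation, 530/480 nm emission; Assay system: Cerulean-Runt domain; Medium: Tris pH 7.5 buffer with BSA; Measure: loss of energy transfer signal; Controls: 5 µM unlabeled CBFb as full-inhibition high control; Incubation: protein complex preformed 1 h, compound exposure 1 h, room temperature, dark.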
# Hck Nef HTS: inhibitors of Nef-activated human Hck kinase, primary screen, biochemical, Z-Lyte FRET, 384-well, Hck-YEEI | AID 463187, 2010 | 220,000 compounds, 0.68% hits | Tyrosine-protein kinase HCK (Homo sapiens), P08631 | Recombinant Hck-YEEI plus Nef, Z-Lyte FRET kinase assay | inhibition, % at 20 µM;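 active means Hck-Nef kinase inhibition above about 50%, limit read from the data; inactive means inhibition below that limit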;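 further: 0% = DMSO with Hck plus Nef and 100% = Hck alone without Nef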
# 14-3-3 Bad PPI: inhibitors of 14-3-3 zeta/Bad binding, primary screen, biochemical, TR-FRET, bovine 14-3-3 zeta. inhibition, % at 21.7 µM. 14-3-3 protein zeta/delta (Bos taurus), P63103. AID 781, 2007. 220,000 compounds, 0.71% hits. TR-FRET 14-3-3zeta/Dy647-pBad peptide displacement, 1 h;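 active means inhibition above about 70%, limit read from the data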;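 further: 0% = full 14-3-3 plus peptide FRET controls and 100% = background without 14-3-3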
# Target sequence (P63103 whole entry, looked up): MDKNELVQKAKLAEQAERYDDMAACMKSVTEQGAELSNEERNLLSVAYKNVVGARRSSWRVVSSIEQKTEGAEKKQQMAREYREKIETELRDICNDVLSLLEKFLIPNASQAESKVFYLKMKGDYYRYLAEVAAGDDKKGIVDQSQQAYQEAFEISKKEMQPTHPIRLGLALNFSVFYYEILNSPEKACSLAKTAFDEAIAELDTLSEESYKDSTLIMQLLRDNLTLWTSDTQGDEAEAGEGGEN
# Runt-SMMHC FRET: inhibitors of RUNX1 Runt–CBFb-SMMHC binding, primary screen, biochemical, FRET, Cerulean-Runt, Venus-CBFb-SMMHC, uHTS. Runt-related transcription factor 1 (Homo sapiens) + Core-binding factor subunit beta …. Cerulean-Runt/Venus-CBFb-SMMHC FRET ratio 530/480, 1 h. inhibition, % at 20 µM. 220,000 compounds, 0.74% hits. AID 1434, 2008;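 active means mean inhibition across duplicate retests at 20 µM reaching about 50%, limit read from the data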;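 further: 0% = DMSO wells and 100% = wells with excess untagged CBFb-SMMHC; inhibitors lower the FRET ratio by blocking Runt binding to CBFb-SMMHC; some results filed as inactive read as strong as hits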
# Wee1 stabilizer: Wee1 degradation inhibitors, primary screen, cell-based, HeLa, Wee1K328M-luciferase, luminescence | Wee1-like protein kinase (Homo sapiens), P30291 | HeLa Luc-Wee1K328M stability; 100% = proteasome inhibitor MG132 effect | reporter increase, % at 5 µM | 220,000 compounds, 1.2% hits | AID 1321, 2008;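 active means activation above the mean of all tested compounds plus 3 SD, set per screening run, cut at about 8.8% in these data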;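 further: cells exposed to compound for 20 h before luminescence read; 0% = DMSO alone and 100% = MG132 at 30 µM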
# hK5 inh: human KLK5 protease inhibitors, primary screen, biochemical, 1536-well; Kallikrein-5 (Homo sapiens), Q9Y337; inhibition, % at 5 µM; recombinant hK5, fluorogenic AMC substrate cleavage; 210,000 compounds, 0.59% hits;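 active means inhibition of 40% or more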;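 further: 0% = enzyme controls without compound and 100% = no-enzyme blanks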
# FXIa inh 1536: human FXIa protease inhibitors, primary screen, biochemical, 1536-well; AID 798, 2007; inhibition, % at 5 µM; purified FXIa, Boc-Glu-Ala-Arg-AMC fluorogenic substrate; Coagulation factor XI (Homo sapiens), P03951; 220,000 compounds, 0.14% hits;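 active means inhibition of at least 40%; inactive means inhibition below 40%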;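 further: fluorescence of freed AMC excited at 355 nm; 0% = enzyme without compound and 100% = no enzyme blank; many of its hits are not listed in these tables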
# FXIIa inh 1536: human FXIIa protease inhibitors, primary screen, biochemical, 1536-well. 220,000 compounds, 0.3% hits. inhibition, % at 5 µM. Coagulation factor XII (Homo sapiens), P00748. purified FXIIa, Boc-QGR-AMC fluorogenic substrate, 2 h; in the data active means inhibition above about 40%;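 further: 0% = enzyme with no compound and 100% = blank without enzyme; many of its hits are not listed in these tables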
# Target sequence (P00748 20-372 limits assumed): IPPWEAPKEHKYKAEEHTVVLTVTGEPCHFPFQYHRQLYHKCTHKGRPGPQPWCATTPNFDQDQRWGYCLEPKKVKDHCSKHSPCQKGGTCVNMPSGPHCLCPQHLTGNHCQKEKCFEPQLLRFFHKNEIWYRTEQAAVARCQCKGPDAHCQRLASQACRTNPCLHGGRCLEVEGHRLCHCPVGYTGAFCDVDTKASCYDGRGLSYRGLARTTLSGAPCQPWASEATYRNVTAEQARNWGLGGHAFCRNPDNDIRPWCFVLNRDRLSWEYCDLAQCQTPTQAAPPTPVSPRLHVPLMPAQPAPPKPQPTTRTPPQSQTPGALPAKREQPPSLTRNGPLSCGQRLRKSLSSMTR
# Target sequence (P00748 373-615 limits assumed): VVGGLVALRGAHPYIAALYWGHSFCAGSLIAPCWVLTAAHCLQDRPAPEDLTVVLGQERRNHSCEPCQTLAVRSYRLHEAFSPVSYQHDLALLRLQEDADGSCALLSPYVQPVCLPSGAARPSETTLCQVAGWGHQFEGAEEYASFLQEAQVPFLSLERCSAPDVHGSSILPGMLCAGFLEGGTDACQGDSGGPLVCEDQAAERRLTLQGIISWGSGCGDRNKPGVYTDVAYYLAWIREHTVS
# thrombin 1536: human alpha-thrombin inhibitors, primary screen, counter-screen for coagulation protease inhibitor project, biochemical, 1536-well, fluorogenic AMC substrate | Prothrombin (Homo sapiens), P00734 | AID 1046, 2008 | Boc-VPR-AMC fluorogenic substrate cleavage | inhibition, % at 5 µM | 220,000 compounds, 0.26% hits;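 active means inhibition at or above 40%; inactive means inhibition below 40%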;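 further: 0% = enzyme with no compound and 100% = wells without enzyme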
#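 Material: Human alpha-thrombin protein | Buffer or medium: pH 7.5 Tris-saline with Tween 20 | Reagent: Boc-VPR-AMC substrate, 15 µM final | Schedule: Reaction at ambient temperature | Detection: AMC fluorescence at 355 nm excitation and 460 nm emission | Evaluation: Percent inhibition scaled between no-compound controls and no-enzyme blanks | Controls: no-compound enzyme wells and no-enzyme blanks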
# Numbers without * were called inactive; nt = no result given; & = joins results of further samples; [ ] = dose if it differs, or a comment.
SMILES,Runt-CBFb FRET,Hck Nef HTS,14-3-3 Bad PPI,Runt-SMMHC FRET,Wee1 stabilizer,hK5 inh,FXIa inh 1536,FXIIa inh 1536,thrombin 1536
CCOC(=O)c1cc(NC(=O)c2ccc(C)cc2)c(=O)oc1-c1ccccc1,-2,0,3,-2,-2,-17,2,10,1
CCC(C(=O)Nc1cccc(C(F)(F)F)c1)c1ccccc1 (stereo not drawn),0,1,0,-1,2,-4,-14,-4,-4
CCN1CCN(CC(O)COC(C)C)CC1 (stereo not drawn),0,-1,44,3,-3,-3,-5,2,-8
O=C(N/N=C\c1ccc(Cl)cc1)C1=NOC2COC3(CCN(c4ccc([N+](=O)[O-])cc4)CC3)OCC12 (stereo not drawn),-15,11,-3,-15,-3,2,0,10,-3
O=C1CCN(S(=O)(=O)c2ccccc2)CCN1CCOCc1ccccc1,-2,10,0,2,nt,-2,0,6,0
N#CC(C(=O)NC1CC1)c1nc2ccccc2nc1N1CCCC1 (stereo not drawn),3,3,9,17,2,-14,5,16,-1
O=C(NNS(=O)(=O)c1ccc(F)cc1)C1CCN(S(=O)(=O)c2ccccc2)CC1,-2,24,-6,0,0,-11,-6,4,-4
CCOCCCNC(=O)C(NC(=O)c1ccc(=O)[nH]c1)c1ccc(C)cc1 (stereo not drawn),0,1,-2,0,5,-32,-10,0,-11
O=C1N(c2ccccc2)C[C@@H]2C[C@@H](c3cc4ccccc4o3)N3CCC[C@@]123,0,13,-4,0,6,-5,-2,5,-4
O=c1oc2ccccc2nc1/C=C(\O)c1ccc(Br)cc1,23,22,2,-11,2,-1,0,4,-3
C=CCN1C(=O)CSc2ccc(C(=O)NCc3ccco3)cc21,1,0,-9,-5,1,-17,21,-10,3
COc1ccc(C2C(C#N)=C(N)N(c3ccccc3)C3=C2C(=O)CCC3)cc1Cn1cc([N+](=O)[O-])cn1 (stereo not drawn),1,0,-5,0,2,0,-10,1,-2
COc1ccc(C2N(c3ccccc3)CCN2c2ccccc2)cc1O,-1,13,-4,-2,-3,18,34,46*,9
NC(=O)c1sc2nc(N3CCOCC3)c3c(c2c1N)CCCC3,15,2,-15,39,0,-127,-5,-26,-10
O=c1[nH]c2cccnc2n1Cc1ccco1,1,1,0,-4,5,4,-7,11,38

# Copied from the list:
# Hck Nef HTS result of `CCOC(=O)c1cc(NC(=O)c2ccc(C)cc2)c(=O)oc1-c1ccccc1` → 0
# 14-3-3 Bad PPI result of `N#CC(C(=O)NC1CC1)c1nc2ccccc2nc1N1CCCC1` (stereo not drawn) → 9

# Remaining list, next part.
SMILES,Runt-CBFb FRET,Hck Nef HTS,14-3-3 Bad PPI,Runt-SMMHC FRET,Wee1 stabilizer,hK5 inh,FXIa inh 1536,FXIIa inh 1536,thrombin 1536
O=C(COC(=O)c1ccccc1-c1nc2ccccc2s1)Nc1ccccc1C(F)(F)F,-4,5,-8[fluorescence artefact?],-2,0,1,0,6,-6
CCc1ccc(/C=N/NC(=O)c2cc(C3CC3)nc3ccc(Br)cc23)s1,-4,1,6,-9,-1,2,11,13,-1
COC(=O)NCC(c1cccnc1)N1CCOCC1 (stereo not drawn),2,20,10,-3,-1,-10,26,28,2
COc1ccc(CNc2nc3c(c(=O)n(Cc4ccc(Cl)cc4)c(=O)n3C)n2C)cc1,-2,3,0,0,-1,-7,5,15,1
Cc1cccc(CN2CCN(CC(C)C)C(CCO)C2)n1 (stereo not drawn),-1,-5,-6,1,0,10,7,15,14
CC1=C(CC(=O)c2ccccc2)C(=O)c2ccccc2C1=O,0,0,5,-1,-1,-24,-4,6,-4
CCCC[n+]1ccn(C2=C([O-])c3ccccc3C(=O)/C2=N\S(=O)(=O)c2ccc(Br)cc2)c1,-6,4,3,-4,-2,-6,-2,4,1
CCOc1ccccc1C(C(=O)NC1CCCC1)N(Cc1ccco1)C(=O)CNC(=O)c1ccco1 (stereo not drawn),-3,8,11[fluorescence artefact?],6,0,8,13,23,2
NC(=S)n1[nH]c(-c2ccccc2)c(N=Nc2ccccc2C(=O)N2CCOCC2)c1=O,-3,16,-13,-8,1,2,-2,10,-6
COc1ccc(C(=O)N/N=c2\oc3ccccc3cc2C(N)=O)cc1,-2,17,-1,-3,-3,-19,9,-2,1
COc1ccc(/C=C/c2cc(-c3ccc(C)cc3)o[n+]2C)cc1,-2,1,-2[fluorescence artefact?],-5,-4,-26,7,9,4
FC(F)(F)c1cnc(N/N=C/c2ccncc2)c(Cl)c1,-1,5,-1,1,7,2,2,11,3
O=C1CC(c2ccccc2)CC2=C1C=Nc1ccccc1N2 (stereo not drawn),1,-5,-11,0,-2,-9,-6,-1,1
CCOC(=O)/C=C1\NC(=O)CS1,0,1,-10[fluorescence artefact?],2,-1,24,0,16,-1
O=C1CNC(=O)/C1=C/c1ccc(Br)cc1,13,10,0,2,4,-1,-4,-2,-8
C=CCn1c(Cc2ccc(OC)cc2)nnc1SCC(N)=O,1,2,0,-2,-1,-2,1,12,3
CSC1=N/C(=C/c2ccc(-n3cncn3)cc2)C(=O)N1,5,2,1,3,0,-1,0,1,-7
COc1ccc(CNc2ccc([N+](=O)[O-])cc2C)cc1,1,11,1,-2,2,3,-1,6,-2
CN(C)C(=O)NC(O)C(Cl)Cl (stereo not drawn),1,1,nt,0,-1,3,-1,6,1
O=C1COc2ccc(N3C(=O)C=CC3=O)cc2N1,22,-81,-1,12,4,-1,-1,6,0
CC1CN(C)C(C)c2c1oc1ccc([N+](=O)[O-])cc21 (stereo not drawn),1,19,-14,1,2,-3,-5,-1,3
CC(C)S(=O)(=O)c1cnc(N2CCOCC2)nc1N,-1,11,-3,-2,5,-9,-11,6,-1
Cc1oc2ccc(OCc3c(F)cccc3Cl)cc2c1C(=O)O,1,13,-1,-4,1,0,-4,0,-14
Cc1ccc(Nc2nc(N)nc(CSc3nnc(-c4ccncc4)o3)n2)cc1,-2,2,-4[fluorescence artefact?],0,2,-2,1,2,-5
COc1ccccc1OCC(O)CN1C(=O)NC(C)(C)C1=O (stereo not drawn),1,5,2,0,nt,64*,3,19,15
COc1cc(C(=O)N/N=C(\c2ccccc2)c2ccccn2)cc(OC)c1OC,-1,3,-6[fluorescence artefact?],4,3,-20,6,1,-6
Cn1c(COc2ccc(Cl)cc2)nnc1SCC(=O)Nc1ccc2c(c1)CCC2,0,2,-17,1,2,-21,2,9,-8
Nc1c(Cl)c(Cl)nc(C(=O)N/N=C/c2cccnc2)c1Cl,2,15,-11,-2,0,4,7,12,0
Cn1c(=O)oc2cc(S(=O)(=O)N3CCCC(C(=O)NCc4cccs4)C3)ccc21 (stereo not drawn),1,0,2,-3,-3,-3,0,10,-2
CCS(=O)(=O)N1CCC(C(=O)NC2CCCCCCC2)CC1,2,-1,4,4,0,2,-5,-15,-12
CCCOC(=O)/C(=C\C=C\c1ccco1)NC(=O)c1ccccc1,-10,23,-3,-35,0,-20,12,-3,-1
CC1(C)Cc2ccccc2-c2nc3n(c(=O)c21)CCS3,1,28,-12,2,-1,4,-1,3,-11
NC(=O)c1cnccn1,0,-7,3,0,-1,-12,5,12,-4
Nc1[nH]c(=O)ncc1F,0&-1,-6,-4&-1,-1&0,-1&1,-12,0,12,-3
CCOC(=O)NC(Nc1sc2c(c1C(=O)OC)CCN(C)C2)(C(F)(F)F)C(F)(F)F,38,0,-1,47,-1,-2,-1,0,-8
CCOc1cccc(-c2nnc3sc(COc4ccc(C)cc4)nn23)c1,-3,0,-2[fluorescence artefact?],0,-4,-17,2,12,-4
CC(=O)Oc1ccc2oc(/C=C/N(C)C)c([N+](=O)[O-])c2c1,-12,0,-13[fluorescence artefact?],-16,2,1,-4,8,-6

# A draw from above in order of SMILES length, low to high:
SMILES,Runt-CBFb FRET,Hck Nef HTS,14-3-3 Bad PPI,Runt-SMMHC FRET,Wee1 stabilizer,hK5 inh,FXIa inh 1536,FXIIa inh 1536,thrombin 1536
NC(=O)c1cnccn1,0,-7,3,0,-1,-12,5,12,-4
Nc1[nH]c(=O)ncc1F,0&-1,-6,-4&-1,-1&0,-1&1,-12,0,12,-3
CC1(C)Cc2ccccc2-c2nc3n(c(=O)c21)CCS3,1,28,-12,2,-1,4,-1,3,-11
CCS(=O)(=O)N1CCC(C(=O)NC2CCCCCCC2)CC1,2,-1,4,4,0,2,-5,-15,-12
Nc1c(Cl)c(Cl)nc(C(=O)N/N=C/c2cccnc2)c1Cl,2,15,-11,-2,0,4,7,12,0
CCCOC(=O)/C(=C\C=C\c1ccco1)NC(=O)c1ccccc1,-10,23,-3,-35,0,-20,12,-3,-1
Cc1ccc(Nc2nc(N)nc(CSc3nnc(-c4ccncc4)o3)n2)cc1,-2,2,-4[fluorescence artefact?],0,2,-2,1,2,-5
CC(=O)Oc1ccc2oc(/C=C/N(C)C)c([N+](=O)[O-])c2c1,-12,0,-13[fluorescence artefact?],-16,2,1,-4,8,-6
Cn1c(COc2ccc(Cl)cc2)nnc1SCC(=O)Nc1ccc2c(c1)CCC2,0,2,-17,1,2,-21,2,9,-8
Cn1c(=O)oc2cc(S(=O)(=O)N3CCCC(C(=O)NCc4cccs4)C3)ccc21 (stereo not drawn),1,0,2,-3,-3,-3,0,10,-2
CCOC(=O)NC(Nc1sc2c(c1C(=O)OC)CCN(C)C2)(C(F)(F)F)C(F)(F)F,38,0,-1,47,-1,-2,-1,0,-8
